HCMV inh: blocks human cytomegalovirus replication | HFF cells, HCMV-luciferase reporter, 72 h; hits give low values | activity change, negative = inhibition, % at 57.5 µM | 4.5% of 410,000 active; in the data active = activity change below about -60%; inconclusive = no clear call, values can overlap the other calls; inactive = above about -39%
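Inhibition of viral replication was scored as loss of reporter luminescence in HFFs infected with HCMV-luciferase (MOI 1 PFU/cell) for 72 h; compounds tested at 2 doses, normalized to buffer and Salinomycin controls.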
Giardia FBPA inh: Giardia lamblia aldolase inhibition. A8B2U2. purified Giardia FBPA. Potency, µM (top dose mostly 59.6 µM), for the others: at the top dose activity, negative = inhibition, most hits filed as inhibitors. 0.71% of 290,000 active; also: potency is read from the fitted curve at half-maximal effect; nearly all actives have a fitted effect of over 55% in size
Target sequence (A8B2U2 whole entry, looked up): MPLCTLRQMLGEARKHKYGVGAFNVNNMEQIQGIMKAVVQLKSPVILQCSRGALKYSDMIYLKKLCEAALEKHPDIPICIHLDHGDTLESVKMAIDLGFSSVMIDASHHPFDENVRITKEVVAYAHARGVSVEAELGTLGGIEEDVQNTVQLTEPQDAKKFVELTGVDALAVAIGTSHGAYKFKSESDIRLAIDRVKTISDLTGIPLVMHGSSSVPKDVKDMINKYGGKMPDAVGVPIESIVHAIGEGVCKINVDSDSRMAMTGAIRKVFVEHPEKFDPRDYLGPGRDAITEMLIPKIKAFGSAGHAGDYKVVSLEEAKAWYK
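Giardia FBPA (40 nM reagent) was preincubated 10 min at RT with compound (up to 57.5 uM final), then substrate plus GAPDH/TPI/NAD/arsenate coupling system with diaphorase/resazurin was added; resorufin fluorescence (525/598 nm) was read after 20 min.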
AmpC detergent: inhibitors of E. coli AmpC beta-lactamase with detergent. P00811. AmpC hydrolysis of nitrocefin, absorbance 480 nm, 0.01% Triton. Potency, µM (doses to about 114 µM), without a hit: top-dose activity change, negative = inhibition, hits mostly inhibitors. 0.041% of 370,000 active. AID 485294;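 also: potency is read from the fitted curve at half-maximal effect; 0% = no-compound wells and -100% = no-enzyme wells; nearly all actives have a fitted effect of over 25% in size; some results filed as inactive show a strong effect at the top dose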
Target sequence (P00811 whole entry, looked up): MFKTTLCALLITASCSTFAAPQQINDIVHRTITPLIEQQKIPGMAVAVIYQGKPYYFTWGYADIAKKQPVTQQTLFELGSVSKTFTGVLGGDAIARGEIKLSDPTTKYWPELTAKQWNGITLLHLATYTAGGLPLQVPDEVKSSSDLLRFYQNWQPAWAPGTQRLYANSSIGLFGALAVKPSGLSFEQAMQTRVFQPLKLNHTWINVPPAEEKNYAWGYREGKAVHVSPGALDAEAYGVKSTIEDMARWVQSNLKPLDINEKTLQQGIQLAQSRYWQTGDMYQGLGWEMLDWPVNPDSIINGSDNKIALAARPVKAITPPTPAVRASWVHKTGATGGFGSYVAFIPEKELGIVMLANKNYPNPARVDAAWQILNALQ
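AmpC (5.3 nM in the dispensed reagent) in 20 mM phosphate pH 7.0 with 0.01% (detergent screen) or 0.0001% Triton X-100 was preincubated with compounds for 15 min at room temperature. Nitrocefin was then added from an 800 uM solution, and hydrolysis was followed at 480 nm.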
AmpC inh no detg: inhibitors of E. coli AmpC beta-lactamase without detergent; AmpC nitrocefin hydrolysis, absorbance 480 nm, 0.0001% Triton; 0.52% of 330,000 active; Potency, µM (titrated, usually from 57.1 µM), without a hit: at the highest dose activity change, negative = inhibition, most hits filed as inhibitors; P00811;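 also: potency is read from the fitted curve at half-maximal effect; plate controls were no compound for no effect and no enzyme for full effect; nearly all actives have a fitted effect of over 20% in size; some results filed as inactive show a strong effect at the top dose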
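AmpC (5.3 nM in the dispensed reagent) in 20 mM phosphate pH 7.0 with 0.01% (detergent screen) or 0.0001% Triton X-100 was preincubated with compounds for 15 min at room temperature. Nitrocefin was then added from an 800 uM solution, and hydrolysis was followed at 480 nm.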
AMA1 RON2 block: disrupts binding of P. falciparum AMA1 to RON2. Potency, µM (titrated, usually from 58.2 µM), for inactives: at the highest dose activity change, negative = inhibition, most hits filed as inhibitors. AlphaScreen AMA1-biotinylated RON2 peptide binding. AID 720542. 0.2% of 360,000 active;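 also: potency is read from the fitted curve at half-maximal effect; 0% = vehicle wells and -100% = peptide control; nearly all actives have a fitted effect of over 45% in size; some results filed as inactive show a strong effect at the top dose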
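AMA1 (3D7) with his tag at 25 nM final met compounds first, then biotinylated RON2 peptide at 25 nM; detection used donor plus acceptor beads, 10 µg/mL apiece, read by AlphaScreen after 30 min at room temperature.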
Sm TGR inh: S. mansoni TGR enzyme inhibition; Q962Y6; purified TGR, DTNB reduction, TNB absorbance 405 nm; Potency, µM (titrated, usually from 114 µM), for inactives: at the top dose activity change, negative = inhibition, actives largely listed as inhibitors; 3% of 360,000 active; AID 485364; also: potency is read from the fitted curve at half-maximal effect; nearly all actives have a fitted effect of over 60% in size
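Kinetic colorimetric format: TGR-catalysed, NADPH-driven DTNB reduction monitored via TNB absorbance. Enzyme dispensed at 20 nM; compound exposure 15 min at room temperature before reaction start.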
Starred values were filed as active, the others as inactive; ? = inconclusive; . = not tested or not shown; [ ] = another dose, or the depositor's remark. Unless noted, calls follow the shape of the dose curve; as a rule, active = well fitted curve in the direction sought with a large enough effect; inconclusive = small, poorly fitted or top-dose-only effect, or another doubt; inactive = no such curve, though single readings can be large; an effect the other way counts as inactive or inconclusive. Unless noted, % is scaled to controls: 0 for no effect and ±100 for the full control effect.

smiles | HCMV inh | Giardia FBPA inh | AmpC detergent | AmpC inh no detg | AMA1 RON2 block | Sm TGR inh
O=C(N/N=C(\CC(=O)c1cccs1)C(F)(F)F)c1ccncc1 | -76* | 23% | 5% | -20% | 72%[activator] | -1%
CCCOC(=S)NC(=O)c1sc2ccccc2c1Cl | -5 | -15% | 9% | -14% | 28% | -1%
CN(CC(O)COC(c1ccccc1)c1ccccc1)C1CCCCC1 (stereo unspecified) | ? | -4% | ? | -3%[11.4 µM] | -3% | -6%
Cc1noc(C)c1C(=O)OCC(=O)Nc1ncc(Cl)c(C)c1Cl | -31 | . | . | -28% | -11% | .
CC(C)[C@H]1CN=C2N(CCNC(=O)CCC3CCCCC3)[C@H](Cc3ccc(O)cc3)CN21 | 28 | -9% | 4% | 15% | -5% | 7.9µM*
O=C(COc1ccccc1)Nc1nc(-c2ccc(S(=O)(=O)N3CCOCC3)cc2)cs1 | -38 | 0% | -7% | -19% | -1% | 1%
COc1ccc(-c2nnc(SCc3cc(=O)c4cc(C)cc(C)c4[nH]3)n2C)cc1 | -66* | . | 1% | . | . | 1%
Cc1ccc(C(=O)CNc2ccc(Br)cc2)cc1 | 14 | 2% | -15% | -25% | -9% | 1%
Cn1cccc1C(=O)OCC(=O)N1CC(=O)Nc2ccccc21 | -31 | 1% | ? | -10%[11.4 µM] | -7% | -1%
CC1(C)Cc2c(cnn2-c2ccccc2)C(NC(=O)c2ccoc2)C1 (stereo unspecified) | -35 | . | 0% | 13% | -11% | 4%
O=C(NC1CCCC1)C(c1ccc(Cl)cc1)N1CCc2ccccc21 (stereo unspecified) | -23 | -3% | ? | -12% | -12% | 0%
CC1CCCC(C)N1CCCNC(=O)c1ccc2nc(N3CCCCC3)sc2c1 (stereo unspecified) | 7 | 7% | ? | 32% | -1% | -16%
CCOc1ccc(NC(=O)N2CCN(C(=O)c3ccco3)CC2)cc1 | 47 | . | 3% | 46% | 1% | -11%
COC(=O)COc1cccc2c(=O)n(CC(=O)NCc3ccc(F)cc3)ccc12 | -24 | 4% | 5% | -4% | 6% | -1%
CCNC(=O)CC1C(=O)N(c2ccc(F)cc2)C(=O)N1Cc1ccc(OC)c(OC)c1 (stereo unspecified) | 10 | . | ? | . | . | -14%
CCOC(=O)c1ccccc1NC(=O)COC(=O)C1=COCCO1 | -20 | 19% | 2% | -7% | 1% | -12%
CN(C)CCCN(C(=O)c1ccco1)c1nc2cc3c(cc2s1)OCO3 | -34 | -10% | -8% | 2% | 2% | 3%
O=C(c1ccc(CNS(=O)(=O)c2ccc(Br)cc2)cc1)N1CCC2(CC1)OCCO2 | 0 | 6% | -15% | -3% | 21% | -12%
O=C1CCCN1CCCNC(=S)Nc1ccccc1 | 19 | ? | -4% | -10% | -5% | ?
C=CCC1c2cccc(C(=O)O)c2C(=O)N1c1cccc(OC)c1 (stereo unspecified) | -28 | 25% | -9% | -27% | 0% | 11%
CC(=O)Nc1nnc(SCC(=O)NCC2CCCO2)s1 (stereo unspecified) | 39 | -2% | -19% | -19% | 0% | -2%
Cc1cc(NC(=O)Cn2cc(C(F)(F)F)cc(Cl)c2=O)no1 | -5 | 4% | -9% | -15% | -6% | 5%
COc1cc(C(=O)NCC(c2cccs2)S(=O)(=O)c2cccs2)cc(OC)c1OC (stereo unspecified) | 6 | . | 2% | . | . | ?
CN1CCC(N(C)S(=O)(=O)c2ccc(NC(=O)COc3ccc([N+](=O)[O-])cc3)cc2)CC1 | -30 | . | ? | -32% | -1% | -5%
Cc1nc(CN(C)Cc2nc(Cc3ccccc3Cl)no2)cs1 | ? | 3% | -2% | 7% | 2% | -3%[57.1 µM]

Next section
smiles | HCMV inh | Giardia FBPA inh | AmpC detergent | AmpC inh no detg | AMA1 RON2 block | Sm TGR inh
Cc1cccc(C)c1-n1ncc(C(=O)NCCN2CCN(C)CC2)c1C1CCN(C(=O)OC(C)(C)C)CC1 | -3 | . | 16% | . | . | 21%
CN(C)c1ccc(/C=N/NC(=O)c2cccc(N3CCCC3=O)c2)cc1 | -19 | 1% | -5% | -6% | 2% | -6%[57.1 µM]
COc1ccc(NC(=O)C(NC(=O)c2ccc(=O)[nH]c2)c2ccc(OC)cc2)cc1 (stereo unspecified) | 6 | -1% | -10% | -16% | -1% | -17%
Cc1nn(-c2ccccc2)c(N2CCCC2)c1/C=C1\N=C(c2ccc(OC(C)C)cc2)OC1=O | 42 | -2% | -5% | -36% | -15% | -2%
Cc1noc(-c2ccccc2OCC(=O)Nc2cccc([N+](=O)[O-])c2)n1 | 27 | . | 16% | . | . | 6%
O=C(CCN1C(=O)/C(=C/c2ccco2)SC1=S)Nc1ccc(C(=O)O)c(O)c1 | 36 | ? | -4% | -41% | -20% | ?
O=C(Oc1c(Cl)cc(Cl)c2cccnc12)N1CCOCC1 | -17 | 1% | ? | 16% | -12% | -13%
CCC(=O)N1CCc2cc(S(=O)(=O)NC(Cc3ccccc3)C(=O)NCc3ccccc3OC)ccc21 (stereo unspecified) | -7 | . | 1% | . | . | 0%
CN(C(=O)c1cccc(S(=O)(=O)N2CCCCC2)c1)C1CCS(=O)(=O)C1 (stereo unspecified) | 58 | . | -21% | -11% | -5% | 4%
COC(=O)C1CCN(C(=O)c2cc(OC)c(OC)c(OC)c2)CC1 | 22 | 6% | -16% | -15% | 6% | 1%
COC(=O)c1c(C)nn(-c2ccc(F)cc2)c1-n1cccc1 | ? | . | 16% | . | . | -2%
Cc1cccc(-c2nnc(SCC(=O)C(C)(C)C)n2C)c1 | 0 | 5% | -3% | 3% | -7% | 12%
COc1ccc(NC(=O)c2c(C)oc3ccc(O)c(CN4CCCC(C)C4)c23)cc1Cl (stereo unspecified) | ? | . | 13% | . | . | -4%
COC(=O)C(C)N(c1ccc(C)cc1)S(=O)(=O)c1c(C)[nH]c(=O)[nH]c1=O (stereo unspecified) | 18 | 4% | ? | -19% | -2% | -1%
CC(NC(=O)c1cc2sccc2n1Cc1ccc(F)cc1)c1ccccc1 (stereo unspecified) | -85* | . | 14% | . | . | -4%
CCOc1ccc(NC(=S)N2CCC(N(C)CC3CCCO3)CC2)cc1 (stereo unspecified) | -40 | 0% | -4% | -10% | -5% | 3%
Cc1[nH]nc2c1C(c1ccc(-c3ccc(Cl)cc3)o1)C(C#N)=C(N)O2 (stereo unspecified) | -40 | -14% | ? | -51% | 4% | -12%
c1ccc(COc2ccc(OCCCN3CCCCC3)cc2)cc1 | 56 | -27% | 1% | 12% | -9% | -13%
CC(Cc1cccs1)NC(=O)Nc1ccc(Cl)c(Cl)c1 (stereo unspecified) | 18 | -8% | -1% | -28% | -14% | 5%
Cc1ccc2cccc(NC(=O)c3ccc(Br)o3)c2n1 | 142 | 7% | -9% | -19% | -12% | -28%
CCc1cccc(N(C(=O)c2csnn2)C(C(=O)NC(C)(C)CC)c2ccccn2)c1 (stereo unspecified) | -16 | 3% | 4% | 37% | 9% | 0%
CCC(=O)N1CCc2cc(S(=O)(=O)NC(C(=O)N3CCN(c4ccc(F)cc4)CC3)C(C)C)ccc21 (stereo unspecified) | -27 | 26% | -6% | 74%[activator] | -12% | -14%
CCC(=O)Nc1ccc(NC(=O)c2cc3ccccc3o2)cc1 | 10 | -4% | -4% | -18% | 2% | -2%
COc1cc(C2CC(=O)Nc3cc4c(cc32)OCO4)cc(OC)c1O (stereo unspecified) | 42 | . | 18% | . | . | 6%
Cc1occc1-c1nnc(SCC(=O)NCCc2ccccc2)n1Cc1ccccc1 | -8 | 18% | -6% | 37% | -6% | -16%

Remaining list, next part.
smiles | HCMV inh | Giardia FBPA inh | AmpC detergent | AmpC inh no detg | AMA1 RON2 block | Sm TGR inh
Cc1ccccc1NC(=O)c1cc(-c2ccccc2)n(CCCN2CCOCC2)c1C | -15 | 2% | 5% | 130%[activator] | -9% | 8%
Cc1cc(S(=O)(=O)Nc2ccc(C(=O)NCC(c3ccco3)N(C)C)cc2)ccc1F (stereo unspecified) | -1 | . | -15% | -39% | 11% | -19%
COc1cc(OC)c(C2C(C#N)=C(N)Oc3cc(C)n(CCCN4CCOCC4)c(=O)c32)cc1OC (stereo unspecified) | 20 | -12% | -5% | -12% | -11% | -30%
Cc1cc(NC(=O)CCC(=O)N(c2ccccc2)C(C(=O)NC2CCCC2)c2ccc(F)cc2)no1 (stereo unspecified) | -11 | ? | 0% | 95%[activator] | -3% | 4%
Cc1ccc2nc3ccc(N4CCCCCCC4)nn3c(=O)c2c1 | 42 | 0% | -2% | -14% | 5% | 5%
Cc1cc(=O)[nH]c(N/N=C/c2c[nH]c3ccccc23)n1 | 40 | ? | 10% | -23% | 85%[activator] | 13%
COc1ccc(-c2csc(-c3cccs3)n2)cc1OC | 94 | -1% | -8% | 24% | -28% | -5%
O=S(=O)(c1ccc(Cl)cc1)c1nc(-c2ccccc2F)oc1NCc1ccccc1 | -17 | . | 10% | . | . | -3%
COc1cccc(CCNC(=O)c2c(O)nc3c(C)cccn3c2=O)c1 | 23 | . | 17% | . | . | 7%
Cc1c(Cl)cccc1-n1c(SCC(=O)NCc2ccccc2Cl)nnc1-c1ccncc1 | -102* | 6% | 3% | 97%[activator] | -8% | 5%
CC(=O)Nc1ccc(NC(=O)C(C)Sc2nc3ccccc3c(=O)n2Cc2ccco2)cc1 (stereo unspecified) | ? | . | ? | 38% | -3% | -12%

Screening data deposited in PubChem BioAssay by National Center for Advancing Translational Sciences (NCATS).
